Source: PubChem (Broad Institute)
RAD52 anneal inh: blocks human RAD52 DNA annealing | AID 651710 | 360,000 tested, 0.46% active | recombinant RAD52 DNA annealing, FRET fluorescence | P43351 | inhibition, % at 18.7 µM;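 active means every replicate showing at least 50% inhibition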
E-selectin induc: induces E-selectin expression in human endothelial cells; P16581; HUVEC E-selectin immunofluorescence imaging; normalized: neutral wells 0, TNF-alpha wells 100; activation, % at 7.58 µM; 260,000 tested, 0.37% active; AID 686992;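 active means mean E-selectin-positive cell signal at least 10% of the positive control, reached in at least 60% of replicates, without over 20% cell loss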;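 further: in these data hits start at about 27%; measured in HUVEC primary endothelial cells; signal is the percent of cells scored E-selectin positive by PE staining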
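Assay system: HUVEC primary endothelial cells. Input: 3,000 HUVEC seeded per well. Doses: one compound dose added by pin transfer. Read-out basis: % PE-positive cells. Benchmarks: TNF-alpha high, DMSO low. Detection: immunofluorescence imaging. Buffer or medium: EGM-2, gelatin.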
ERAP1 HTS inh: inhibitors of human ERAP1 aminopeptidase; Q9NZ08; recombinant ERAP1, Leu-AMC fluorescence, 60 min; inhibition, % at 10.7 µM; 340,000 tested, 0.15% active; AID 652197;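 active means mean replicate inhibition of at least 30%, or all replicates individually reaching that 30% level; inactive means mean below 30% and not every replicate reaching it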;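 further: 0% = neutral control wells and 100% = L-leucinethiol positive control wells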
Target sequence (Q9NZ08 whole entry, looked up): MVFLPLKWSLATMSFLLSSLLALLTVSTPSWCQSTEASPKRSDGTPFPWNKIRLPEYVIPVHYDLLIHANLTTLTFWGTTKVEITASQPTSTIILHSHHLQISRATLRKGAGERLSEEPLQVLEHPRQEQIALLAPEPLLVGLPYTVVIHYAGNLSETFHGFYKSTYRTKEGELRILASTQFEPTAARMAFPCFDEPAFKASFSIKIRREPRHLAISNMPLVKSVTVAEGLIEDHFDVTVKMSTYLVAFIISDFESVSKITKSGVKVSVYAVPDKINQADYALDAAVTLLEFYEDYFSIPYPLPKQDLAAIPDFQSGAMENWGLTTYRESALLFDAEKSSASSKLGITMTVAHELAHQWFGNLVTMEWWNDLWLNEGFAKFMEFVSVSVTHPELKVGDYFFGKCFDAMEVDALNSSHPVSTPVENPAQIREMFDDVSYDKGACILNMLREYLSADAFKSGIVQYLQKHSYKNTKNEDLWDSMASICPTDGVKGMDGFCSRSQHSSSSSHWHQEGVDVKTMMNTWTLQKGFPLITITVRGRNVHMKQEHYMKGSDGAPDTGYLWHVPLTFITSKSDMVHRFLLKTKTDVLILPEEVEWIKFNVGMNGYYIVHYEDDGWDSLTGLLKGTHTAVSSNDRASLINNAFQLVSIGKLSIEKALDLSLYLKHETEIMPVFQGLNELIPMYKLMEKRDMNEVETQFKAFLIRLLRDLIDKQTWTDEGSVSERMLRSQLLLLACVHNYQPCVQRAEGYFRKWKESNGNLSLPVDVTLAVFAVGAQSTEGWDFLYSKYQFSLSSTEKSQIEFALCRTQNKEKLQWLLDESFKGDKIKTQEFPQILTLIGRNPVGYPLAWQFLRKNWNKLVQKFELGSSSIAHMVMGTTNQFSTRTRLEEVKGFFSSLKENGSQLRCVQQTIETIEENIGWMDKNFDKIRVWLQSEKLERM
Numbers without * were called inactive. Some of the compounds tested (hit frequency here may not be typical).

Every second line gives: RAD52 anneal inh | ERAP1 HTS inh | E-selectin induc
CC(=O)c1cccc(OC(=O)c2ccccc2)c1
 : -16 | 0 | -0.3
COC(=O)c1ccc2nc(NC(=O)C(C)C)sc2c1
 : -19 | -5 | 0.0
CN(C)c1ccc(/C=C/C(=O)c2ccccc2O)cc1
 : -85 | 0 | 0.7
Cc1ccc(S(=O)(=O)N(C)c2cccc3c2S(=O)(=O)N([C@H](C)c2ccccc2)C[C@@H](COCc2ccccc2)O3)cc1
 : -1 | -1 | 1.0
Cc1cc2c(=Cc3ccc(N(C)C)cc3)c3ccccc3n2[n+]1C
 : -65 | 7 | 49*
Cc1cccc(C)c1OCC(=O)N/N=C/C=C/c1ccco1
 : -27 | 3 | 8.9
COc1ccc(C(=O)N(C)CC(=O)Nc2cccc(F)c2)cc1S(=O)(=O)NC1CCCC1
 : -7 | 1 | -0.1
C=CCOc1ccc(/C=N/NC(=O)CN(c2cc(Cl)ccc2OC)S(=O)(=O)c2ccc(C)c([N+](=O)[O-])c2)cc1
 : -10 | -1 | -1.1
CC(C)(C)n1nnnc1C(c1ccccc1)N1CCN(C(=O)c2ccco2)CC1 (stereo not drawn)
 : -3 | -7 | 0.0
COc1ccc2c3c(n(C)c2c1)[C@H](CO)N(Cc1ccc2c(c1)OCO2)CC31CN(C(=O)c2ccc3c(c2)OCO3)C1
 : -14 | -1 | -0.6
Cc1nc(N=C(N)N)nc2c(C)cccc12
 : 82* | -8 | 3.4
O=C(C[C@H]1C=C[C@H](NS(=O)(=O)c2ccccc2)[C@@H](CO)O1)N1CCN(c2ccccc2)CC1
 : -37 | -1 | 0.1
Cc1cccc(C)c1-n1nnnc1C1(C)CCC(=O)N1Cc1cccnc1 (stereo not drawn)
 : -7 | 12 | 0.0
O=C1CSC(=S)N1N=Cc1cccc2ccccc12
 : -10 | -2 | 0.1
CC(=O)Nc1nc(C)c(CCC2OCCO2)c(=O)[nH]1
 : -7 | 2 | 0.1
COc1ccc(Cl)cc1NC(=O)COC(=O)CCCN1C(=O)c2ccccc2C1=O
 : -16 | 1 | -0.2
CCOc1ccc(CN(C)CC(=O)NNC(=O)c2ccc(Cl)cc2)cc1OC
 : -10 | -3 | 0.0
Cc1cccc(C(=O)NCC(=O)OCC(=O)N2CCc3ccccc32)c1
 : -5 | 0 | 0.1
COc1ccc(C(=O)C(=O)N2CCN(c3ccccc3F)CC2)cc1
 : -10 | -3 | 0.7
Cc1ccc2sc(N(CCCN(C)C)C(=O)c3ccc(S(=O)(=O)N(C)C)cc3)nc2c1C
 : 12 | -3 | 0.1
S=C(NC1CCCCC1)N1CCN(C2CCCCC2)CC1
 : -20 | 3 | -1.3
CC1Cc2cccc3ccc(=O)n(c23)C1 (stereo not drawn)
 : 12 | -5 | 0.1
Cc1nn(-c2ccccc2)c(Cl)c1/C=N/NC(=O)c1cccnc1
 : -7 | 0 | -0.2
CCN(CC)C(=O)c1ccc2c(c1)nnn2C
 : -14 | 6 | -0.5
O=C(CNc1ccccc1)N/N=C/c1c(O)ccc2ccccc12
 : -72 | 5 | 0.0
CCOC(=O)c1c(NC(=O)COc2ccccc2)sc2c1CC(C)(C)NC2(C)C
 : 0 | -5 | 0.0
COc1cc2c(cc1N/C=C(\C#N)c1nc(-c3ccccc3)cs1)oc1ccccc12
 : -125 | 1 | 9.8
COc1ccc(-c2cn(-c3ccc(C)c(Cl)c3)c(=S)[nH]2)cc1OC
 : -27 | 3 | 0.6
N#Cc1cccnc1N1CCN(C(=O)c2ccco2)CC1
 : -5 | 5 | -0.1
Cc1cc(NCc2ccccn2)n2c(nc3ccccc32)c1C#N
 : 3 | 5 | -1.9
COc1ccc2c3c(n(C)c2c1)[C@@H](CO)N(C(=O)Nc1ccc(F)cc1)CC31CCN(C(=O)CN2CCOCC2)CC1
 : 11 | 4 | -0.6
O=C1c2ccccc2/C(=C\c2ccc(Br)nc2)N1c1ccccc1
 : -5 | -1 | -0.1
CC(C)C[C@H]1CN([C@@H](Cc2ccccc2)CN2CCC[C@H]2CN2C(=O)C(=O)NC[C@@H]2Cc2ccccc2)C(=O)C(=O)N1CCc1ccccc1
 : 15 | -9 | -0.1
COC(=O)C1=C(C)N(Cc2ccc(C(F)(F)F)cc2)C(=NCC2CC2)NC1c1ccccc1 (stereo not drawn)
 : 8 | 1 | -0.2
CN1CCC(C(=O)C(=O)O)C1=O (stereo not drawn)
 : -2 | 1 | -0.4
CC1=C(C(=O)O)CC(S(=O)(=O)O)C1(C)C (stereo not drawn)
 : -7 | 1 | -0.4
COc1ccc(NC(=O)CN(C)C(=O)c2cc(-c3ccc(Cl)cc3)nc3ccccc23)cc1
 : -17 | 0 | -0.2
COc1cc2c(cc1C1NC(=S)NC(C)=C1C(N)=O)CCCC2 (stereo not drawn)
 : -14 | 1 | 0.9
COc1ccc2c3c([nH]c2c1)[C@H](CO)N(C(=O)C1CCCC1)CC31CCN(C(=O)c2ccncc2)CC1
 : 1 | 2 | -0.1
Cc1cc(N/N=C/c2ccccc2Br)nc2ccccc12
 : -5 | -1 | 5.9
Cc1ccc(CNC(=O)Cn2cc(C(F)(F)F)ccc2=O)cc1
 : -17 | 0 | -0.3
Cn1ncc([N+](=O)[O-])c1C(=O)n1nnc2ccccc21
 : -19 | -3 | -2.5
COc1ccc(C(C#N)=C2C=C(Cl)C(=NO)C=C2Cl)cc1
 : -16 | 0 | -0.2
FC(F)(F)c1nnc2ccc(Cl)nn12
 : -9 | 5 | 4.0
CCN(CC)CCN1C(=O)C(=O)/C(=C(/O)c2ccc3c(c2)CC(C)O3)C1c1ccc(OC)cc1 (stereo not drawn)
 : -3 | 1 | 5.3
CCCCNC(=S)N1CCN(C)CC1
 : 3 | -5 | -0.4
O=C(O)c1cccc(NC(=S)N/N=C/c2cccc(O)c2)c1
 : -3 | -11 | -0.1
CCOC(=O)C1=C(N)N2C(=O)C(C)SC2=C(C(=O)OCC)C1c1ccc(O)cc1 (stereo not drawn)
 : -15 | -4 | 0.2
Cc1ccc(OC(=O)COc2ccccc2C)cc1
 : 4 | -2 | -0.1
CC12CCC(=O)N1C(C(=O)Nc1nccs1)CS2 (stereo not drawn)
 : -12 | 1 | -0.3
O=C(O)c1ccccc1C(=O)Nc1cccc([N+](=O)[O-])c1
 : -16 | -1 | 0.5
COc1ccc(CN2CC3(CCN(C(=O)C4CC4)CC3)c3c(n(C)c4cc(OC)ccc34)[C@@H]2CO)cc1
 : -191 | -2 | -0.3
COc1ccc(NC(=O)c2cccnc2SC)cc1S(=O)(=O)N1CCCCC1
 : 0 | 1 | 1.6
CC1(C)CC(=O)N(Cc2ccccc2)C(=O)C1
 : -17 | 4 | 2.4
CCOC(=O)c1ccc(NC(=O)c2ccccc2N(C)S(=O)(=O)c2ccccc2)cc1
 : -5 | -6 | 0.0
O=C(COC(=O)Cc1ccsc1)Nc1ccc(Cl)cc1F
 : 3 | -2 | -0.1
O=C(NNC1CC(=O)N(c2ccc3c(c2)OCCO3)C1=O)c1ccc(Cl)cc1 (stereo not drawn)
 : -9 | 3 | 2.2
c1csc(-c2nnc(N3CCCCCC3)c3ccccc23)c1
 : -6 | 8 | 7.4
COC(=O)c1cc2c(c3c4cc(OC)ccc4n(S(=O)(=O)c4ccc(OC)cc4)c13)C(=O)N(Cc1ccc(N(C)C)cc1)C2
 : -23 | -4 | -0.2
CCOc1cc(C2C(C(=O)OC)=CN(Cc3ccc(Cl)cc3)C=C2C(=O)OC)ccc1O
 : 2 | 3 | -0.2

Further structures follow.
Every second line gives: RAD52 anneal inh | ERAP1 HTS inh | E-selectin induc
C/C(CC(=O)NCc1ccco1)=N\NC(=O)CC#N
 : -21 | -3 | 1.9
CC(C)[C@H](NS(=O)(=O)c1ccc(F)cc1F)C(=O)N1CCC[C@H]1C(=O)NCc1ccccc1
 : 7 | 3 | -0.1
CCOC(=O)C1=C(COC(=O)COc2ccccc2C#N)NC(=O)NC1C (stereo not drawn)
 : 0 | 2 | 0.4
CN(C)C(=O)N1CCN(C(=O)[C@H](CCc2ccccc2)NC(=O)[C@H]2O[C@@H](n3cnc4c(N)ncnc43)[C@H](O)[C@@H]2O)CC1
 : -6 | 2 | -0.3
O=C(COC(=O)c1ccc[nH]c1=O)NCCc1ccc(F)cc1
 : -10 | -6 | 0.4
Cc1c(NC(=O)CN2C(=O)NC(C)(c3ccc(OC(F)F)cc3)C2=O)c(=O)n(-c2ccccc2)n1C (stereo not drawn)
 : -7 | 6 | 0.8
CCCCC[C@@H](C)N1C[C@@H](COCc2ccccc2)Oc2cc(N3CCC[C@H]3CO)ccc2S1(=O)=O
 : -13 | -6 | -0.2
CC(C)CN(C(=O)COC(=O)C(C)N1C(=O)c2ccccc2C1=O)c1c(N)n(Cc2ccccc2)c(=O)[nH]c1=O (stereo not drawn)
 : -29 | -1 | -0.7
O=C(CN1C(=O)C2CC=CCC2C1=O)NCC(=O)Nc1ccc(F)c(F)c1F (stereo not drawn)
 : -11 | 4 | 4.5
Cc1cc(C)n2c(NCc3ccccc3)c(CCc3ccccc3)nc2n1
 : -41 | -2 | -0.1
COc1cc(/C=N/NC(=O)c2ccoc2C)ccc1O
 : 3 | 4 | -0.1
CC1CC1C(=O)OCC(=O)Nc1ccccc1Oc1ccccc1 (stereo not drawn)
 : -9 | -2 | 0.0
C[C@@H]1NC(=O)[C@H](CC(N)=O)NC(=O)c2cc([N+](=O)[O-])cc(I)c2OCC[C@@H](C(=O)NC(CC(=O)O)C(N)=O)NC1=O (stereo partly drawn)
 : -5 | 1 | -0.1
CC(C)(C)c1ccc(NC(=O)CSc2nnc(-c3n[nH]c4ccccc34)o2)cc1
 : 0 | 1 | -0.9
CC(=O)NNC(=S)NC(=O)C(c1ccccc1)c1ccccc1
 : -42 | -3 | -0.3
CC(C)CNC(=S)N1CCN(c2nc3ccccc3s2)CC1
 : -1 | -2 | 2.4
Cc1ccc(-n2c(C)nnc2SCC(=O)N2CCc3ccccc3C2)cc1
 : -7 | -1 | 0.6
CCOc1ccc(NC(=O)CSc2nc3ccccc3c(=O)n2CCCC(=O)NCC2CCCO2)cc1 (stereo not drawn)
 : -16 | -3 | -0.4
CCOC(=O)CC(NS(=O)(=O)c1ccc(OC)c(C)c1)c1cccc([N+](=O)[O-])c1 (stereo not drawn)
 : -8 | -4 | -0.1
Cc1ccc2nc(C3CCCCC3)c(Cc3ccsc3)n2c1
 : -43 | 3 | 0.5
CCOc1ccc(-c2nc(C#N)c(NCc3ccco3)o2)cc1
 : -19 | 0 | 1.9
COC(=O)C1=C(C)N(Cc2ccccc2C(F)(F)F)C(=NCc2ccccc2C(F)(F)F)NC1c1ccc(Cl)cc1 (stereo not drawn)
 : -12 | -4 | 3.1
CCCCn1c(N)c(N(CCOC)C(=O)c2ccc3c(c2)OCCO3)c(=O)[nH]c1=O
 : -2 | 2 | -1.9
O=C(N/N=C/c1ccco1)c1cc(-c2ccc(Cl)cc2)n[nH]1
 : -11 | 1 | 0.0
O=C(Cc1ccncc1)N1CC[C@H]2[C@H](CO)Nc3ccc(-c4ccccc4)cc3[C@H]21
 : 19 | -7 | 0.0
CC(Nc1cccnc1)=C(C#N)C#N
 : -11 | 0 | 0.1
COCCCn1cc(CN(C)C2CN(Cc3cn(CCCOC)nn3)S(=O)(=O)C2)nn1 (stereo not drawn)
 : 8 | 12 | 0.0
Cc1ccc(S(=O)(=O)N2[C@@H](CO)CO[C@H]2CC(=O)c2cccc3ccccc23)cc1
 : 0 | 1 | 0.9
O=C(COC(=O)c1cc(S(=O)(=O)N2CCOCC2)ccc1F)Nc1c(Cl)cccc1C(F)(F)F
 : -21 | -1 | -0.2
COc1ccc(/C=N/NC(=S)SC)cc1OC
 : -11 | -1 | 0.0
COc1ccc2c3c([nH]c2c1)[C@@H](CO)N(Cc1nccs1)CC31CCN(C(=O)C2CCCC2)CC1
 : -30 | 1 | -0.1
COc1ccc(-n2cc(CNCC3CCOCC3)c(-c3cccc(F)c3)n2)cc1
 : 11 | -2 | 0.1
COc1ccc(CCN2CC(C(=O)NCc3cn(C)nc3C)CCC2=O)cc1 (stereo not drawn)
 : -6 | -1 | 0.2
CCCNC(=O)N1CCC2(CC1)CN(Cc1ccccc1)[C@H](CO)c1[nH]c3cc(OC)ccc3c12
 : -65 | -3 | -0.8
CCOC(=O)CN1C(=O)[C@]2(OCCC=C[C@H]2C)c2c(Br)cccc21
 : 2 | 4 | -0.2
Cc1ccc(C2(c3noc(CN(C)CCCN4CCOCC4)n3)CCCC2)cc1
 : -6 | -2 | 0.0
CC1CCCC(C)N1/N=C/c1cc(Br)c(O)c(Br)c1 (stereo not drawn)
 : -21 | -5 | 0.1
N/C(=N\OCC(=O)Nc1ccccc1)c1nonc1N
 : -6 | -5 | -2.1
O=C1OC(Cc2ccccc2)(c2ccccc2)c2ccccc21 (stereo not drawn)
 : 0 | -1 | -0.1
CC(c1ccc(Cl)cc1)N(CCN(C)C)c1ccccn1 (stereo not drawn)
 : -40 | -3 | 0.4
Cc1ccc2c(c1)-n1c(nc3ccccc3c1=O)C(Cc1ccccc1)NC2=O (stereo not drawn)
 : -10 | -2 | -0.4
